WRN helicase inh – inhibitors of human WRN helicase; Q14191; WRN helicase unwinding, fluorescent forked duplex, kinetic; Potency, µM (doses to about 114 µM), for inactives: at the highest dose activity change, negative = inhibition, hits mostly inhibitors; actives 0.46% (n = 360,000); note: potency is the fitted concentration of half-maximal effect; % is set by controls: 0 for no effect and ±100 for the full control effect; nearly all actives have a fitted effect of over 55% in size
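Kinetic fluorescence helicase assay: unwinding of a quenched forked DNA duplex (100 nM final) with 2 mM ATP final raises red fluorescence (525/598 nm). Compounds sat 15 min at room temperature with 20 nM WRN beforehand.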
EPAC2 antagonist – antagonists of human EPAC2; EPAC2 GEF exchange of Rap1B-BODIPY-GDP, fluorescence; Potency, µM (top dose mostly 114 µM), for inactives: top-dose activity, negative = inhibition, actives largely listed as inhibitors; AID 720708; actives 0.18% (n = 360,000); Q8WZA2; note: potency is the fitted concentration of half-maximal effect; % is set by controls: 0 for no effect and ±100 for the full control effect; nearly all actives have a fitted effect of over 45% in size; many of its hits are not listed in these tables
EPAC1 agonist – agonists of human EPAC1; O95398; EPAC1 agonist qHTS, biochemical assay; response scale: 100% = response to 6.5 mM cAMP; Potency, µM (doses to about 154 µM), for the others: at the highest dose activation, most hits filed as activators; actives 0.073% (n = 360,000); note: potency is the fitted concentration of half-maximal effect; nearly all actives have a fitted effect of over 60% in size
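Fluorescent GDP-exchange assay: 100 nM EPAC1 with 250 nM Rap1B preloaded with BODIPY-GDP and 50 uM GDP; compounds tested as concentration series, 5 min at room temperature, then read every 5 min for 30 min (ex 480/em 540 nm); normalized to 6.5 mM cAMP.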
Mm-Cpn inhibitor – M. maripaludis TRiC chaperonin inhibition | purified Mm-Cpn ATPase, ADP Transcreener TR-FRET | Potency, µM (highest dose often 76.9 µM), for inactives: at the top dose activity, negative = inhibition, hits mostly inhibitors | actives 0.031% (n = 330,000); note: potency is the fitted concentration of half-maximal effect; % is set by controls: 0 for no effect and ±100 for the full control effect; nearly all actives have a fitted effect of over 80% in size
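ATP (10 uM final) was added to archaeal chaperonin (25 nM final) after 10 min exposure to test compound at 37°C; after 30 min further incubation, ADP was detected by competitive TR-FRET.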
PI5P4K alpha inh – blocks human PI5P4K alpha kinase activity; P48426; PI5P4Kalpha enzyme, ADP-Glo luminescence, 60 min; stronger effect = lower value; max response, %; actives 1.2% (n = 330,000); active = max response of -50% or lower; inconclusive = between -30% and -50%; inactive = -30% or higher; note: value at the top dose of about 77 µM; % is set by controls: 0 for no effect and ±100 for the full control effect
Target sequence (P48426 whole entry, looked up): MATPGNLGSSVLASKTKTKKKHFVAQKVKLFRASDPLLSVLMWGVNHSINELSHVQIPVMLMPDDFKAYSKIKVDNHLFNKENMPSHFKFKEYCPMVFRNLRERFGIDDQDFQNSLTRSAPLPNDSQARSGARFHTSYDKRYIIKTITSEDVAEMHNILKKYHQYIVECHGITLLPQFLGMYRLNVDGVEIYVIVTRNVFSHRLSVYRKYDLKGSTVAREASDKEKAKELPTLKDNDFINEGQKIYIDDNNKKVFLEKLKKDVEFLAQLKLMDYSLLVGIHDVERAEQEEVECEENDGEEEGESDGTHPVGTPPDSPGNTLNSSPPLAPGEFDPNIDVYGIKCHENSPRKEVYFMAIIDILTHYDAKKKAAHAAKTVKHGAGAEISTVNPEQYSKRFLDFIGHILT
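ADP-Glo luminescence end-point read after a 60 min room-temperature kinase reaction of PI5P4Kalpha plus substrate, initiated with ATP at 5 microM final. Buffer: 0.038 M HEPES pH 7.4, EGTA, 0.1% CHAPS, 5% DMSO.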
PLK1 PBD inh – inhibitors of human PLK1 polo-box domain binding. P53350. Plk1 PBD binding of FITC phosphopeptide, fluorescence polarization. Potency, µM, inactives show max response, negative = inhibition, actives largely listed as inhibitors. actives 2.8% (n = 360,000). AID 720504; note: potency is the fitted concentration of half-maximal effect; series mostly up to about 57 µM; % is set by controls: 0 for no effect and ±100 for the full control effect; nearly all actives have a fitted effect of over 65% in size
Target sequence (P53350 whole entry, looked up, the tested form may be a part): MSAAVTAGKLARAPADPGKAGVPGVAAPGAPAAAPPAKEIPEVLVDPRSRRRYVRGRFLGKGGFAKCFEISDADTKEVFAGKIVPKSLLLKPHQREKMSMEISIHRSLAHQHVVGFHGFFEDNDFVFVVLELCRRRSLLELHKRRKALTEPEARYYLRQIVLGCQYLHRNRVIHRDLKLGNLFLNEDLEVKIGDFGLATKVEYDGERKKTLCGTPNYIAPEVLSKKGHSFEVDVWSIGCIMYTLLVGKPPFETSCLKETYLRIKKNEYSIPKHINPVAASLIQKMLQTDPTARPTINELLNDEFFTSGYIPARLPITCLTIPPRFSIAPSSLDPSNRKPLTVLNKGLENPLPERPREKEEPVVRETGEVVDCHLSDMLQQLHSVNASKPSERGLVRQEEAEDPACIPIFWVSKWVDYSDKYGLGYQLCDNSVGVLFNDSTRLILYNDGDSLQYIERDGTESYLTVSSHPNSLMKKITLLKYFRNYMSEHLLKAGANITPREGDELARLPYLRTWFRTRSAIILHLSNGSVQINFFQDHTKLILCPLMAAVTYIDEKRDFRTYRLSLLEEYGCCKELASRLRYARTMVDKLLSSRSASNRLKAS
CCT modulator – cytosolic chaperonin activity modulation | purified chaperonin ATPase assay, HTRF ADP detection, 30 min | activity change, % (test concentration not listed), hits read low | actives 0.3% (n = 360,000) | AID 651819; in the data active = activity change below about -30%; note: % is set by controls: 0 for no effect and ±100 for the full control effect
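Nucleotide hydrolysis assay: TRiC at 20–40 nM final (set by batch activity) with 10 uM ATP, 30 min at 37 °C, in presence of 76 uM compound. Detection by competitive ADP HTRF, 30 min ambient.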
EPAC1 antagonist – blocks human EPAC1 exchange factor; O95398; EPAC1 GEF assay, Rap1b-BODIPY-GDP exchange fluorescence; Potency, µM (top dose mostly 115 µM), without a hit: at the top dose activity change, negative = inhibition, hits mostly inhibitors; actives 0.14% (n = 360,000);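 note: potency is the fitted concentration of half-maximal effect; plate controls were vehicle for no effect and positive control for full effect; nearly all actives have a fitted effect of over 50% in size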
* hit, by the source's call; ? = inconclusive; nt = no result given; [ ] = remark or other dose. Unless noted, calls come from the whole dose curve; as a rule, active = well fitted curve in the direction sought with a large enough effect; inconclusive = small, poorly fitted or top-dose-only effect, or another doubt; inactive = no such curve, though single readings can be large; an effect the other way counts as inactive or inconclusive. Not all compounds are listed (hit frequency here may not be typical).

Results follow in this order: WRN helicase inh	EPAC2 antagonist	EPAC1 agonist	Mm-Cpn inhibitor	PI5P4K alpha inh	PLK1 PBD inh	CCT modulator	EPAC1 antagonist
CCC(=O)Nc1ccc(S(=O)(=O)N2CCCCC2)cc1OC
→ -2%	2%	3%	-1%	nt	-6%	-0.7	2%
Cc1cc(C)c2sc(N(CCN(C)C)C(=O)c3ccc4ccccc4c3)nc2c1
→ 0%	-7%	6%	0%	-1	-10%	-1.9	-18%
CCOC(=O)C1(CCOC)CCN(Cc2cccc(OCc3ccccc3)c2)CC1
→ -2%	-3%	-7%	-4%	7	1%	-27	16%
Cc1c(OCC(=O)N2CCC(C(N)=O)CC2)ccc2c3c(c(=O)oc12)CCC3
→ -5%	0%	7%	0%	0	-1%	-2.0	-4%
C=CCN1C(=O)[C@H]2CCC=C[C@H]2[C@@H]1c1cccc(C)c1
→ -3%	-18%	-14%	2%	2	-4%	1.6	3%
OCCC1CN(C2CCN(c3ccccc3)CC2)CCN1Cc1ccc(F)c(F)c1 (centres undefined)
→ 2%	-1%	1%	1%	3	2%	1.6	16%
COc1ccc(-c2cc(C(=O)N3CCCCCC3)c3ccccc3n2)c(OC)c1
→ -15%	-12%	1%	0%	?	?	-4.3	-14%
Cn1nc([N+](=O)[O-])c2c(-c3nc4ccccc4s3)c(N)n(C3CCCCC3)c2c1=O
→ 10%	7%	-5%	1%	0	-2%	0.5	4%
O=C(CN1CCN(Cc2ccccc2F)C1=O)NC1CCCC1
→ 0%	0%	9%	1%	-1	-12%	-1.1	8%
COc1ccc(OC)c(NC(=O)Nc2cccnc2)c1
→ 7%	12%	0%	1%	-4	0%	-1.7	14%
COc1cccc(CN2CCNC(=O)C2CC(=O)O)c1OC (centres undefined)
→ -11%	1%	-6%	-2%	6	-20%	-1.5	?
O=C(Nc1ccccc1)c1ccc(S(=O)(=O)NCc2cccnc2)cc1
→ -4%	4%	1%	1%	-4	-5%	-1.6	20%
COc1ccc(S(=O)(=O)NCc2ccccn2)cc1Cl
→ 8%	6%	3%	1%	-6	-1%	0.5	4%
Cc1cc(C(=O)NNC(=O)Nc2ccccc2)no1
→ -23%	2%	-2%	2%	3	2%	-1.3	1%
CCCC(C)c1nnc(NC(=O)C(=O)OCC)s1 (centres undefined)
→ -8%	-8%	-1%	-1%	?	11µM*	1.2	-2%
Cc1nc2cc(-c3ccccc3)nn2c(C)c1CCC(=O)NC(C)c1ccc2c(c1)OCCO2 (centres undefined)
→ -8%	-23%	4%	-1%	-1	-5%	0.7	-11%
C/C(=N\Nc1nc(-c2ccccc2)cs1)c1cccs1
→ -6%	-8%	9%	2%	-19	-23%	-2.3	-14%
COc1cccc(N(C(=O)c2snc(C(N)=O)c2N)C(C(=O)NCC2CCCO2)c2c[nH]c3ccccc23)c1 (centres undefined)
→ 2%	-12%	5%	0%	-6	-2%	-0.5	?
O=C(Nc1nnc(C2CCCCC2)s1)c1cccs1
→ -8%	-3%	8%	-3%	nt	-16%	-1.2	0%
O=C(c1ccco1)N1CCN(C(=O)c2ccc(CS(=O)c3cccc(Cl)c3)o2)CC1 (centres undefined)
→ 8%	5%	7%	-1%	-6	-15%	0.1	8%
O=C(c1c(F)cccc1F)N1CCC(O)(c2ccc(F)cc2)CC1
→ -7%	2%	2%	-1%	0	-3%	-0.5	-11%
CC(C)C(c1nnnn1C1CCCCC1)N1CCOCC1 (centres undefined)
→ 11%	-8%	5%	-4%	nt	-7%	-2.0	6%
Cc1ccc(C(C)C)c(OCCOCCN2CCNCC2)c1
→ 5%	6%	15%	nt	6	-2%	0.0	2%
O=C(CSc1cccs1)Nc1ccc2ccccc2c1
→ -17%	6%	20%	2%	4	-4%	-1.2	-5%
CCOc1ncccc1C(=O)OCC(=O)Nc1ccc2c(c1)OCO2
→ -7%	1%	-8%	0%	-15	-13%	-2.9	12%
Cc1ccc(NC(=O)C2CCN(S(=O)(=O)c3ccc(F)cc3)CC2)cc1
→ -5%	0%	2%	2%	12	-1%	0.2	-13%
CCn1ncc(S(=O)(=O)NCc2ccco2)c1C
→ 8%	6%	0%	-4%	-9	-2%	-7.1	22%
CCOC(=O)c1sc(NC(=O)c2cccnc2)c(C#N)c1C
→ 0%	-2%	-7%	2%	10	-6%	1.3	2%
NC1=NC[C@H](Cc2ccccc2)N1CCc1cccc(F)c1
→ 5%	-7%	-11%	-2%	-8	-1%	-2.6	-4%
CCOc1ccc(S(=O)(=O)N2CCN(C(=O)c3oc4ccc(OC)cc4c3C)CC2)cc1
→ -8%	-6%	12%	?	8	0%	-0.7	-3%
CCOc1ccc(/C=N/Nc2cc(N3CCOCC3)ncn2)c(O)c1
→ -3%	-3%	-9%	nt	-28	1%	0.4	-13%
CC(=O)c1ccc(OCCn2cnc3ccccc32)cc1
→ -29%[57.1 µM]	-4%	12%	-1%	7	-6%	0.7	-4%
COc1ccc(/C(N)=N/OC(=O)c2cccs2)cc1OC
→ -2%	?	0%	0%	3	3%	-3.1	2%
O=C(CCSc1ccccc1)N1CCCC1
→ -2%	1%	4%	0%	2	-20%	3.2	-13%
COc1ccc(C(=O)Nc2cccc(-c3ccc4nncn4n3)c2)cc1
→ -14%	3%	-6%	1%	6	1%	-0.3	-8%
CCOc1ccc(CN2CCN(Cc3ccon3)CC2CCO)cc1 (centres undefined)
→ 0%	-1%	1%	1%	11	-2%	-1.6	-6%
CC(=O)NC(NC(C)=O)c1ccc(Br)cc1
→ -2%	-1%	16%	-4%	3	-8%	-0.6	-8%
COc1ccc(-n2c(COc3ccccc3)nnc2SCc2ccc(C#N)cc2)cc1
→ -8%	-7%	7%	0%	0	-6%	-1.1	-17%
COC(=O)c1sc(S(=O)(=O)NCCC(=O)O)c(C(=O)OC)c1C
→ 1%	8%	-8%	2%	1	-10%	-3.0	4%
OCCOCCOc1ccc(-c2nn[nH]n2)cc1
→ -5%	-5%	4%	2%	-1	-5%	0.5	0%
CCN(C[C@H]1N[C@@](C)(C(=O)OC)[C@H]2C(=O)N(C)C(=O)[C@@H]12)C(=O)c1ccc(C(C)(C)C)cc1
→ 0%	2%	10%	-3%	-4	6%	0.0	-2%
O=C1NC[C@H](CCCCN2C[C@H](Cc3ccc(O)cc3)N(CCc3ccc(O)cc3)C(=O)C2=O)N(CCc2ccc(O)cc2)C1=O
→ -6%	5%	-3%	nt	-2	5%	0.9	-10%
Cc1cc(C)c(C(=O)COC(=O)c2nn(C)c(=O)c3ccccc23)cc1C
→ 5%	3%	-6%	2%	-6	5%	-1.0	13%
Cc1ccc(S(=O)(=O)Nc2csc(C)c2C(=O)O)cc1
→ -25%	-8%	2%	-4%	?	?	1.1	-7%
Cc1ccccc1C(=O)N1CCN(c2ccc([N+](=O)[O-])c(NCc3ccco3)c2)CC1
→ 0%	6%	4%	3%	6	-4%	-2.3	5%
C[C@@H]1NC(=O)N[C@@H]1CCCCCC(=O)O
→ ?	17%	-19%	nt	0	0%	-2.1	-12%
CCN(C(=O)CSc1nnc(NCCOC)s1)c1c(N)n(Cc2ccccc2)c(=O)[nH]c1=O
→ 0%	4%	2%	nt	-2	-5%	-0.5	7%
Cc1nc2c(Br)cc(Br)cc2c(=O)n1-c1ccccc1NC1OCC(O)C(O)C1O (centres undefined)
→ 21%	-2%	-4%	nt	4	-5%	-7.3	-9%
CCCCCCc1c(O)nc(SCCN2CCOCC2)[nH]c1=O
→ -7%	-3%	10%	3%	-17	1%	2.6	1%
CCOc1ccc2nc(NCCNC(=O)Nc3cccc(C)c3)c(C#N)cc2c1
→ -2%	4%	-10%	3%	-9	?	-1.5	-1%
COCC(=O)N1CCC(Oc2ccc(C(=O)N(C)CCCC3CCCC3)cc2)CC1
→ 2%	1%	-1%	2%	4	-15%	-0.1	12%
CS(=O)(=O)Nc1ccccc1C(=O)NCc1ccco1
→ -6%	8%	2%	-1%	-3	0%	-2.4	6%
CN(C)Cc1n[nH]c(=O)c2ccccc12
→ 5%	3%	-2%	-3%	-2	-2%	2.4	-12%
Cc1ccc(C)c(OCC(=O)Nc2cc(C)on2)c1
→ -2%	-3%	-7%	1%	-5	-5%	-0.8	-7%
COc1cc(O)c2c(=O)c3c(O[C@H]4O[C@@H](CO)[C@H](O)[C@@H](O)[C@@H]4O)ccc(O)c3oc2c1
→ -3%	-4%	-10%	-3%	-11	-2%	-1.0	-12%
CC(=O)/C(=N\Nc1ccc(Cl)cc1Cl)Sc1cccc2cccnc12
→ -14%	-23%	-2%	4%	17	4.2µM*	0.8	6%
C(=N\Nc1nc2ccccc2s1)/c1cccs1
→ -25%	6%	10%	0%	nt	3%	1.2	0%
CCn1ccnc1CN(C)Cc1cn(-c2ccc(C)cc2)nc1-c1ccc(F)cc1
→ 1%	?	4%	-1%	1	6%	-0.7	-26%
CCOc1ccc(NC(=S)Nc2ccc(OCC)cc2)cc1
→ -9%	-4%	-9%	-1%	0	-6%	0.1	-20%
CCOC(=O)c1cnc(-n2nc(C)cc2C)nc1NC1CCCC1
→ -6%	-2%	-3%	4%	-3	0%	-1.6	3%

Next results
Results follow in this order: WRN helicase inh	EPAC2 antagonist	EPAC1 agonist	Mm-Cpn inhibitor	PI5P4K alpha inh	PLK1 PBD inh	CCT modulator	EPAC1 antagonist
CCCNC(=O)C1CCCN(S(=O)(=O)c2ccc3c(c2)CC(C)N3C(=O)C2CC2)C1 (centres undefined)
→ -5%	13%	-26%	1%	2	3%	-3.6	-13%
Cc1ccc(NC(=O)c2cn(CCC#N)nc2-c2cccs2)c([N+](=O)[O-])c1
→ -10%	-2%	2%	0%	-9	-3%	-1.4	-13%
Cc1ccc(-n2c(C)cc(C)c(C#N)c2=O)cc1Cl
→ 4%	0%	4%	0%	0	-2%	-1.9	-2%
COc1ccc(OC)c(NC(=O)CSc2ncccc2C(=O)O)c1
→ -5%	8%	7%	-1%	-1	-5%	-1.7	-19%
CCOC(=O)C1=C(O)C(=O)N(Cc2cccnc2)C1c1ccc(OC)cc1 (centres undefined)
→ 7%	10%	-2%	?	0	-6%	-2.5	19%
CC(C)=CCC[C@H](C)C[C@@H]1CC2=C(C(=O)OC(C)(C)O2)[C@H](c2ccc(Cl)cc2)O1
→ -10%	-14%	-2%	nt	14	5%	1.1	-20%

3 entries already listed, sorted by their value in CCT modulator, largest number first:
compound | CCT modulator
OCCC1CN(C2CCN(c3ccccc3)CC2)CCN1Cc1ccc(F)c(F)c1 (centres undefined) | 1.6
Cc1ccc(C(C)C)c(OCCOCCN2CCNCC2)c1 | 0.0
Cc1nc2c(Br)cc(Br)cc2c(=O)n1-c1ccccc1NC1OCC(O)C(O)C1O (centres undefined) | -7.3
